SUMO1 PPI mod: SUMO1-SIM interaction modulation; P63165; SUMO1 binding to a labelled peptide, TR-FRET, 1 h; inhibition, % at 20 µM; 0.33% of 360,000 active; in the data active means inhibition above about 37%
Neddylation inh: blocks human cullin neddylation | 0.58% of 360,000 active | AID 651699 | TR-FRET cullin neddylation, biochemical | calls only at 25 µM | P61081+Q13564; in the data active means inhibition above about 36%
Target sequence (P61081 whole entry, looked up): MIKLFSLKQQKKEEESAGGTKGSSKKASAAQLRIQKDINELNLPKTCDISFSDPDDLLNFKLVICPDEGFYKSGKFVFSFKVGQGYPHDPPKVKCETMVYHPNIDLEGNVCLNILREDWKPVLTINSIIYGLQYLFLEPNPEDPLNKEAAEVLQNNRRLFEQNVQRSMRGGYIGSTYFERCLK
Target sequence (Q13564 whole entry, looked up): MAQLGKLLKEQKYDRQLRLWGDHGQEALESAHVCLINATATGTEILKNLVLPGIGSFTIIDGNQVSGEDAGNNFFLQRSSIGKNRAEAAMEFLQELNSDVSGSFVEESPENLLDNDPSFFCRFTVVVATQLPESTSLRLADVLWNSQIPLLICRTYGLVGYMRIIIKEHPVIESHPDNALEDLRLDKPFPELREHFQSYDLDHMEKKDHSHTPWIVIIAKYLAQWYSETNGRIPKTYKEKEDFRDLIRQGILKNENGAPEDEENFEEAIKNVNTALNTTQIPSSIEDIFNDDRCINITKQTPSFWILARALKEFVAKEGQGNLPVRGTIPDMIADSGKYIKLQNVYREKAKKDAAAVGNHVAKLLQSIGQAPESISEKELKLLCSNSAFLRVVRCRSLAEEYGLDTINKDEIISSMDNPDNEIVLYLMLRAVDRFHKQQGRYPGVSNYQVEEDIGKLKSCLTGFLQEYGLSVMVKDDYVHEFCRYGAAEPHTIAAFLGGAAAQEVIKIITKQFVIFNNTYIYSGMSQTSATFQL
CendR NRP1 mod: modulators of CendR peptide binding to human neuropilin-1. FAM-RPARPAR peptide binding to NRP-1, fluorescence polarization. inhibition, % at 25 µM. 0.85% of 360,000 active. AID 602438;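 active means inhibition or corrected inhibition above about 18%, plus a signal ratio from 0.5 to 1.5, limit read from the data, passing the limit was not always enough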; further: strong numbers were not always called active
Tb MetRS inh: blocks T. brucei methionyl-tRNA synthetase activity. purified T. brucei MetRS, ATP depletion, Kinase-Glo luminescence. inhibition, % at 11.9 µM. 0.4% of 360,000 active;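 active means inhibition above a per-plate cutoff of the control wells' mean inhibition plus 3 SD, cut at about 5.5% in these data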;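 further: 0% = DMSO wells median and 100% = median of wells with control inhibitor compound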
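assay system = parasite MetRS enzyme | timing = 15 min preincubation, 2 h reaction, all 25 °C | evaluation = percent inhibition relative to median high and low control wells | medium = HEPES buffer containing pyrophosphatase, BSA, spermine, DTT | compound = single dose, 11.9 µM final nominal, 0.9% final DMSO | detection = Kinase-Glo luminescence, ATP depletion format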
NadD inh: NadD (S. aureus) enzyme inhibition | purified NadD enzyme, colorimetric absorbance read-out | AID 602399 | inhibition, % at 20 µM | 0.78% of 360,000 active; in the data active means inhibition above about 26%; further: some compounds past the cut are filed as inactive
STEP block: STEP (human) phosphatase inhibition. recombinant STEP, OMFP fluorogenic substrate, fluorescence. inhibition, % at 20 µM. 0.25% of 360,000 active. AID 588621;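 active means inhibition at 20 µM, scaled per plate between control wells, above about 37%, limit read from the data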;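 further: 0% = DMSO with enzyme and substrate and 100% = substrate only without enzyme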
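Material: STEP (striatal-enriched tyrosine phosphatase) enzyme, cell-free; Compound dosing: 20 µM single dose in 1% DMSO; Technique: fluorescence read at 480 nm ex / 540 nm em; Times: reaction 20 min, ambient temperature; Medium: 50 mM Bis-Tris pH 6.0 with 2.5 mM DTT and 0.005% Tween 20; Also added: OMFP at 25 µM.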
DNMT1 inh: DNMT1 (human) enzyme inhibition; inhibition (reported as % activation of signal), % at 10 µM; AID 588458; DNMT1 molecular beacon, Hinp1I cleavage, fluorescence; 0.83% of 360,000 active; in the data active means inhibition above about 50%
LMPTP inh: blocks human LMPTP phosphatase; 0.22% of 360,000 active; recombinant LMPTP-A, OMFP fluorogenic substrate, fluorescence intensity; inhibition, % at 20 µM; P24666; AID 651560;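 active means compounds that cut the enzyme signal by at least half of the control window in the single-dose screen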;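 further: plate controls were DMSO wells with enzyme plus substrate for no effect and substrate without enzyme for full effect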
Target sequence (P24666 whole entry, looked up): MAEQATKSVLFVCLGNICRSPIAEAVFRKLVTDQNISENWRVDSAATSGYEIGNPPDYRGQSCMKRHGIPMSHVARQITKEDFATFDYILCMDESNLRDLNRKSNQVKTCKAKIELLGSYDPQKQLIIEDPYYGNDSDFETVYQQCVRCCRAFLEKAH
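material = LMPTP-A | quantity = 0.625 nM enzyme | reagent = OMFP substrate, 400 µM final | buffer or medium = Bis-Tris pH 6.0, DTT, detergent | detection = endpoint fluorescence intensity from OMFP dephosphorylation | dosing = single 20 µM dose | read-out basis = % inhibition relative to no-enzyme and uninhibited control wells | control set = no-enzyme and uninhibited controls | timing = 50 min at room temperature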
Scp1 inh: Scp-1 (human) phosphatase inhibition; Q9GZU7; Recombinant Scp1, phosphopeptide, malachite green phosphate absorbance; inhibition, % at 20 µM; 0.88% of 340,000 active;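 active means inhibition above about 50% at 20 µM, limit read from the data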;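 further: plate controls were DMSO wells with enzyme for no effect and wells lacking enzyme for full effect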
Target sequence (Q9GZU7 76-261 limits assumed): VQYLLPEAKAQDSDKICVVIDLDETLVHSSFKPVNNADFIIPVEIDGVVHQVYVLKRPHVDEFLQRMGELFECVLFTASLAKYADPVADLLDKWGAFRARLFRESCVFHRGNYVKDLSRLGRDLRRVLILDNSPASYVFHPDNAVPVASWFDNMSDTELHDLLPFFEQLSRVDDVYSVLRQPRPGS
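Test system: SCP-1 phosphatase catalytic domain, residues 76-261 | Compound dosing: One concentration, 20 µM, with 1.0% DMSO | Schedule: 45 min room-temperature reaction, 5 min colour, 30 min stabiliser | Detection: Absorbance at 630 nm | Read-out basis: % inhibition of SCP-1 phosphate liberation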
SKN-1 inh: C. elegans SKN-1 inhibition; C. elegans VP596 Pgst-4::GFP/RFP ratio, acrylamide-induced, 24 h; inhibition, % at 21.8 µM; 0.49% of 360,000 active; AID 624304;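 active means interference check ratio from 0.5 to 1.5 plus GFP to RFP signal ratio inhibition reaching or exceeding a fixed threshold, cut at about 30% in these data, passing the limit was not always enough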; further: some compounds called inactive have numbers as strong as hits
* = called active by the depositor; i = inactive; x = no result given.

molecule	SUMO1 PPI mod	Neddylation inh	CendR NRP1 mod	Tb MetRS inh	NadD inh	STEP block	DNMT1 inh	LMPTP inh	Scp1 inh	SKN-1 inh
CCOC(=O)C1=CCC(c2cccc(Cl)c2)N(S(=O)(=O)c2ccc(C)cc2)C1 (stereo not drawn)	-1	i	8	-0.3	0	3	4	2.2	x	3
CCCC(C(=O)NNC(=O)c1ccncc1)c1ccccc1 (stereo not drawn)	2	i	12	0.0	1	-4	-2	1.2	-1	-15
CC(=O)c1ccc(OCc2cc(C(=O)N3CCN(C4CCCC4)C(=O)C3)no2)cc1	1	i	16	0.1	-1	-2	2	0.0	-5	-6
O=C(Nc1ncn[nH]1)c1ccc(Cl)c(S(=O)(=O)N2CCCCCC2)c1	3	i	-10	-2.1	9	-1	9	0.9	1	-18
O=C(Nc1ccccc1)C1=C[C@H](C2CC2)C[C@H](OCCCCO)O1	-2	i	10	-0.3	-4	0	4	-0.8	-3	-6
N#CC1=C(SCC(=O)Nc2cccc3cccnc23)NC(=O)C(C#N)C12CCCCC2 (stereo not drawn)	-4	i	2	0.4	6	-2	3	2.4	-1	13
Cc1c(CCC(=O)NCC(=O)NCC(=O)O)c(=O)oc2cc3oc4c(c3cc12)CCCC4	7	x	5	-0.5	8	0	1	0.5	1	8
COc1ccc(NC(=O)c2nc[nH]c2C(=O)NCC(=O)OC(C)(C)C)cc1	9	i	3	-0.3	3	-3	6	-0.6	-1	-2
CCOC(=O)C1CCCN(C(=O)c2cc3ccc(OC)cc3[nH]2)C1 (stereo not drawn)	4	i	-2	-0.2	-5	-2	0	0.3	-9	1
CC(=O)Nc1nnc(SCC(=O)Nc2nc(C)cs2)s1	4	i	18	-0.5	-8	-3	1	0.4	-8	-20

Sorted by molar mass (ascending): some entries from above.
molecule	SUMO1 PPI mod	Neddylation inh	CendR NRP1 mod	Tb MetRS inh	NadD inh	STEP block	DNMT1 inh	LMPTP inh	Scp1 inh	SKN-1 inh
O=C(Nc1ncn[nH]1)c1ccc(Cl)c(S(=O)(=O)N2CCCCCC2)c1	3	i	-10	-2.1	9	-1	9	0.9	1	-18
CC(=O)c1ccc(OCc2cc(C(=O)N3CCN(C4CCCC4)C(=O)C3)no2)cc1	1	i	16	0.1	-1	-2	2	0.0	-5	-6
Cc1c(CCC(=O)NCC(=O)NCC(=O)O)c(=O)oc2cc3oc4c(c3cc12)CCCC4	7	x	5	-0.5	8	0	1	0.5	1	8

Following part:
molecule	SUMO1 PPI mod	Neddylation inh	CendR NRP1 mod	Tb MetRS inh	NadD inh	STEP block	DNMT1 inh	LMPTP inh	Scp1 inh	SKN-1 inh
Cc1cc(/N=C/C=C2/N(C)c3ccccc3C2(C)C)n(CCC#N)n1	-1	i	16	0.1	-2	-2	-5	-0.3	-7	-2
CSc1nn2c(C)c(C)c(C)nc2c1C#N	-7	i	-9	0.4	2	1	2	-0.2	1	11
COc1ccccc1-c1cc(-c2ccc(C)cc2)nc(SCc2nnc(-c3ccccc3)o2)c1C#N	-4	i	-8	-1.0	22	-1	-3	1.8	-22	-4
CC(CCc1ccccn1)C(=O)C(C)CCc1ccccn1 (stereo not drawn)	8	i	9	0.2	-1	-4	-3	-1.6	-15	-2
O=S(=O)(c1ccccc1)N1CCC(n2nnc3cc(F)ccc32)CC1	-2	i	3	-0.7	-8	0	2	-2.2	-3	0
CC(=O)Nc1ccc(CN2CCN(c3cccc(C(F)(F)F)c3)CC2)cc1	-2	i	-2	-0.8	4	0	-1	3.4	-12	-17
Oc1ccccc1/C=N/N1CCN(c2ccccn2)CC1	-12	i	-11	0.1	-1	0	2	0.2	-5	9
Cc1ccc2c(CC(=O)Nc3sccc3C(N)=O)coc2c1	3	i	-6	0.1	-6	3	-14	3.4	-11	-17
CCCNC(=O)c1ccc(CNc2c(N3CCC(C(=O)OCC)CC3)c(=O)c2=O)cc1	0	i	2	-1.2	4	0	1	-1.1	2	4
CN(C(=O)NC1CCCCC1)[C@H]1C[C@H]2c3[nH]c4ccccc4c3CCN2C(=O)[C@H]1CO	-13	x	-16	1.4	-3	-1	1	0.0	x	-2
Cc1nc([N+](=O)[O-])cn1CC(=O)NCCCO	-3	i	20	-0.1	2	0	6	-0.4	-9	-3
O=C(Nc1cccc2cccnc12)c1csc(COCCO)n1	-4	i	-5	0.0	-5	-2	20	-1.0	x	8
CCCCC1Cc2[nH][nH]c(=O)c2C(c2ccc(F)cc2)O1 (stereo not drawn)	-1	i	-12	-0.1	12	x	x	-1.2	x	-9
COC(=O)Cc1c(O)ccn(C2CC2)c1=O	7	i	3	-0.2	-4	2	1	0.2	-2	6
O=C(CNC(=O)[C@@H]1Cc2ccccc2CN1)Nc1ccc2c(c1)OCO2	-3	i	3	-0.8	-4	-2	-7	1.0	-7	-3
CO/N=C(/CNC(=O)c1ccc(F)cc1)c1ccc(Cl)cc1	-2	i	13	0.8	-9	5	0	-0.9	-4	-9
COc1ccc(-c2cc3ncc(C(C)=O)c(C)n3n2)cc1	3	i	11	-0.5	-2	2	2	-0.9	-6	-6
Cc1ccccc1/C(N)=N/OC(=O)c1cccs1	3	i	16	0.3	-6	3	-2	0.8	-2	18
CC(O)(c1ccccc1)c1ccc2ccccc2n1 (stereo not drawn)	-4	i	2	0.0	-2	-1	0	-0.2	-5	20
CCOc1ccc(C(=O)NC(C(=O)N2CCC2)C(C)C)cc1 (stereo not drawn)	-6	i	-3	-0.4	-5	1	0	-5.1	6	9
Cc1ccc(S(=O)(=O)NC(=O)c2cc(C)n(C3CC3)c2C)cc1	3	i	-10	-0.2	-1	-1	0	-1.7	-4	7
O=C1OC(OC2CCCCC2)(c2ccccc2)c2ccccc21 (stereo not drawn)	2	i	-7	0.3	2	3	-2	6.5	-11	14
COc1ccc(OC)c(/C=C/C(=O)OCC(=O)c2c(N)n(C)c(=O)n(C)c2=O)c1	13	x	-10	0.5	-2	-1	7	-0.1	-2	-10
Cc1ccc([C@H]2C[C@@H](n3cc(C4CC4)nn3)[C@H](O)CN2C(=O)c2cccs2)cc1	1	i	-5	-1.7	3	1	-2	-1.4	x	-10
CSCCCN1CC[C@@H](N2CCN(c3ccccc3F)CC2)[C@H](O)C1	0	i	12	0.5	-3	-1	1	-1.2	-10	3
CC(OC(=O)C1=COCCO1)C(=O)Nc1cccc(S(=O)(=O)N2CCOCC2)c1 (stereo not drawn)	-3	i	3	-0.6	-2	-3	5	0.1	-4	0
CCCCCC(=O)N1CC2(CC(c3cccc(NC(=O)CC)c3)=NO2)C[C@H]1C(N)=O (stereo partly drawn)	3	i	-2	-0.1	-2	0	6	0.6	-4	17
COCCNC(=O)C(=O)NCC1OCCN1S(=O)(=O)c1ccc(F)cc1 (stereo not drawn)	0	i	5	-0.2	0	3	0	-0.5	-2	17
Cc1cc(C)n2nc(SCC(=O)N3CCc4ccccc43)nc2n1	3	i	18	0.1	7	0	-9	-0.3	2	10
Cc1ccc(O)c(NC(=S)NC(=O)/C=C/c2ccccc2)c1	4	i	-8	1.1	-10	4	9	-1.2	-6	6
Cc1ccc(NC(=O)C23CCC(C)(C(=O)[C@H]2Br)C3(C)C)cc1 (stereo partly drawn)	4	i	-1	-0.5	1	-2	1	-2.0	-19	-3
CCN1CCN(C(=O)c2ccc(Cl)c(S(=O)(=O)N3CCOCC3)c2)CC1	4	i	-1	-0.2	1	-1	0	-0.9	3	9
O=C(COC(=O)c1ccc(Cl)c(S(=O)(=O)N2CCCC2)c1)NC1CCCCC1	-3	i	3	-0.3	-3	6	10	2.6	29	7
CN(C)/N=C/c1ccc(N2CCOCC2)cc1	-5	i	-10	-0.2	0	1	5	-1.7	-7	-11
COc1ccc(CN2C(=O)c3ccccc3C2c2nnnn2Cc2ccccc2)cc1OC (stereo not drawn)	2	i	-1	0.0	-2	x	x	0.1	x	1
Cc1ccc(-c2ccc(CCC(=O)O)n2NC(=O)c2cccs2)cc1	2	i	3	0.4	4	0	0	-0.2	-8	8
COCCN(C(=O)COC(=O)/C=C/c1ccco1)c1c(N)n(Cc2ccccc2)c(=O)[nH]c1=O	-11	i	7	0.0	3	4	14	1.8	48	5
O=C(O)Cc1ccc(NC(=O)c2ccc3c(c2)C(=O)N(CC2CCCO2)C3=O)cc1 (stereo not drawn)	-23	i	6	-0.5	-5	2	0	-1.3	-13	-23
CCOC(=O)c1c(NC(=O)COC(=O)c2cccc([N+](=O)[O-])c2)sc(C(=O)N(C)C)c1C	-26	i	19	-0.2	-11	2	3	1.1	x	0
CCCCCCNC(=O)CCNC(=O)c1cc(OC)c(OC)c(OC)c1	-1	i	8	-0.3	-5	-3	2	-1.2	0	22
CC(C)N(Cc1cn(C)nc1-c1cccc(Cl)c1)CC1CCC(=O)N1 (stereo not drawn)	-3	i	-16	-0.8	-6	-2	2	-0.8	3	-8
Cc1cccc(Nc2ccccc2C(=O)OCC(=O)NCc2ccco2)c1C	5	i	-15	0.5	1	1	41	2.1	23	-2
Cn1nnnc1SCC(=O)c1cccs1	-8	i	2	-0.9	0	-1	0	-1.1	-4	17
Cc1ccc(S(=O)(=O)NCC(=O)OCc2ccccc2)cc1	-2	i	0	-0.6	-14	4	-5	-1.3	-8	2
O=C(Nc1ccc(S(=O)(=O)Nc2nccs2)cc1)c1ccncc1	-4	i	0	-0.1	4	-3	3	-1.0	x	4
C[C@H]1CN([C@@H](C)CO)S(=O)(=O)c2ccc(C#CC(C)(C)O)cc2O[C@H]1CN(C)Cc1ccccc1	1	i	-1	0.7	-9	3	4	-1.8	x	12
COc1ccc(-n2c(C)cc(C3=NNC(=NC4CC4)SC3)c2C)cc1	-1	i	-7	-0.7	8	4	-14	1.3	1	-1
Cc1c(C(=O)Nc2ccc3c(c2)OCCO3)cnn1C	3	i	6	0.1	-1	-1	0	0.6	-10	-13
Cc1ccc(NC(=S)NNC(=O)c2ccccc2O)c(C)c1	5	i	5	0.2	-4	0	-1	-0.9	-13	2
O=c1c2ccccc2c(-c2ccccc2)nn1-c1cc(Cl)ccc1[N+](=O)[O-]	-9	i	-6	-0.6	6	0	4	0.8	-20	17

Continued.
molecule	SUMO1 PPI mod	Neddylation inh	CendR NRP1 mod	Tb MetRS inh	NadD inh	STEP block	DNMT1 inh	LMPTP inh	Scp1 inh	SKN-1 inh
COc1ccc(Cl)cc1NC(=O)CN(C)Cc1cccs1	5	i	6	-0.1	-2	6	0	2.2	-1	-6
O=C(CSc1nnc2c(n1)[nH]c1ccccc12)NC1CCCCC1	7	i	-6	1.9	-3	2	5	0.2	-1	10
CCOC(=O)c1cc2c(C)n(-c3ccc(N(C)C)cc3)c(C)c2cc(C(=O)OCC)c1=O	-2	i	-12	0.2	7	-1	-13	-0.8	-5	7
O=c1[nH]cccc1-c1nc2ccccc2n1Cc1cccc(Cl)c1	2	x	-3	-0.3	-5	0	0	0.0	6	-3
CN1CCCN(CC(O)COCc2cccs2)CC1 (stereo not drawn)	-2	i	0	0.2	-11	-3	2	-3.8	-12	1

Bioassay records (PubChem)
